MT stabilize HCS – microtubule stabilization, imaging screen; 200,000 tested, 0.83% active; HeLa tubulin immunostaining HCS, 24 h; share of cells brighter than vehicle mean+2SD; % tubulin-high responders, % at 10 µM; AID 2205;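 active = plate Z-score above 3 for both tubulin-high and condensed-nucleus cell shares, with cell loss under 80%, at 10 µM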;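 also: anti alpha tubulin signal scored within the nucleus-defined area of each cell; some results filed as inactive read as strong as hits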
Autophagy HCS – modulators of autophagy | calls only at 10 µM (by protocol) | 190,000 tested, 0.98% active | MEF GFP-LC3 puncta imaging; test concentration mostly 10 µM;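 active = percentage of spot-positive cells more than 3 SD above its plate mean, without a fluorescence outlier flag or 80% toxicity; inconclusive = no clear call, values can overlap the other calls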;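 also: spot-positive cell cutoff set from DMSO-treated cells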
Lipid droplet – hepatic lipid droplet formation modulation | AML12 mouse hepatocytes, oleate lipid droplets, BODIPY imaging | inhibition, % at 6.5 µM | 240,000 tested, 0.4% active | AID 1656;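 active = lipid droplet intensity inhibited by at least 50%, with more than 500 cells counted; inconclusive = wells with under 300 cells, treated as cytotoxic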
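Assay system: AML12 mouse liver cells | Compound dosing: One dose, 6.5 µM compound | Read-out basis: Droplet intensity reduction, % inhibition | Measured by: Fluorescence imaging, 20x objective, two fields per well | Schedule: Overnight treatment with compound plus oleate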
WT yeast gro inh – growth inhibition of WT yeast, mitochondrial fusion screen; mitochondrial fusion phenotypic screen, WT strain; inhibition, % at 10 µM; 190,000 tested, 2.1% active; in the data active = inhibition above about 58%; tested in S. cerevisiae
b-catenin transl – alters nuclear translocation of beta-catenin in HeLa cells; immunofluorescence imaging; nuclear translocation activity, % at 5 µM; 190,000 tested, 0.3% active; AID 1665;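 active = nuclear translocation activity above 50% at 5 µM, with a well cell count of 50 or more; inconclusive = wells under 50 cells across six images, flagged as toxic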;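 also: per-cell ratio of nuclear to cytoplasmic median beta-catenin stain intensity; plate controls were DMSO negative control for no effect and GSK-3 inhibitor IX positive control for full effect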
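Test system: human HeLa cells, endogenous beta-catenin. Times: 24 h compound exposure, 37°C. Measured by: beta-catenin immunofluorescence imaging with DAPI.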
Ins promoter up – MIN6 insulin promoter up-regulation | 190,000 tested, 0.3% active | MIN6 insulin promoter-GFP reporter, high-content imaging; stronger effect = higher value | z-score at 5 µM;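 active = z-score above 3 at 5 µM with at least 500 cells counted in the well; inconclusive = wells under 500 cells, flagged as cytotoxic or low count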
Myeloid diff 2 – myeloid differentiation induction; ER-HoxA9 myeloid progenitors, lysozyme-GFP differentiation, flow cytometry; calls only at 10 µM; 360,000 tested, 1% active;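 active = normalized GFP-positive differentiation at or above the plate's own cutoff, the solvent-only control mean plus 3 SD; inconclusive = no clear call, values can overlap the other calls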;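 also: cells exposed to compound for four days before flow analysis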
T cell HTS – T cell immune modulation candidate; 330,000 tested, 0.068% active; calls only at 7 µM; 2C CD8+ T cell-vesicle binding, flow cytometry; stronger effect = lower value; AID 2052;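 active = response, share of CD8 T cells binding vesicles, and their 90th percentile fluorescence all below set limits, cut at about 80% in these data, passing the limit was not always enough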
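Material: 2C TCR transgenic mouse naive CD8+ T cells, MACS-purified. Also added: QL9-charged Drosophila Ld/ICAM-1/B7-1 vesicles. Timing: binding 1.5 h at 37 °C. Measured by: high-throughput flow cytometry with anti-B7-1 and anti-CD8 staining. Read-out: percent CD8+ FL2 mean versus row control. Controls: Unloaded micro-vesicles (low), QL9 vesicles with 0.7% DMSO (high).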
West Nile virus CPE – inhibition of WNV-induced cytopathic effect – cell-based, CPE readout (AID 1621); West Nile virus-infected cells, CPE inhibition; higher % means a stronger effect; one-dose CPE inhibition, % at 10 µM; IC50 in µM for titrated hits; 290,000 tested, 0.02% active; in the data active = a potency from the dose series; inconclusive = CPE inhibition mostly from about 3.7% at the one dose, without a potency; inactive = the rest, 99 in 100 with CPE inhibition below about 2.2%; also: strong numbers were not always called active
WT yeast gro inh mutant strain – second read-out of WT yeast gro inh, no call of its own (marks repeat the call); inhibition, %; mitochondrial fusion phenotypic screen, mutant strain inhibition
Ins promoter up cell count – recorded beside Ins promoter up, whose call it bears; cell count; measured here: cytotoxicity, nuclei count;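 total cells summed across four imaged fields per well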
Lipid droplet cells 6.5 µM – further read-out of Lipid droplet, marked with its call; cell count; measured here: cell count, cytotoxicity flag;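 cells counted across two imaged fields per well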
b-catenin transl cell count 5 µM – further read-out of b-catenin transl, marked with its call; cell count; measured here: cell count, cytotoxicity flag
T cell HTS vesicle-bound % – further read-out of T cell HTS, marked with its call; double positive events, %; measured here: CD8+ vesicle-bound cell fraction;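 binding gate set so that unloaded-vesicle control wells show 10% double positive cells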
MT stabilize HCS Hoechst-high % – second read-out of MT stabilize HCS, no call of its own (marks repeat the call); % Hoechst-high responders; measured here: nuclear condensation Hoechst responders;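 share of cells brighter than vehicle mean plus two SD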
MT stabilize HCS cytotoxicity % – further read-out of MT stabilize HCS, marked with its call; toxicity, %; measured here: cytotoxicity by cell density;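 0% = mean cell density of plate MIN control wells and 100% = no cells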
Autophagy HCS cell loss 18 h – further read-out of Autophagy HCS, marked with its call; toxicity, %; measured here: cell loss, nuclei count;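 cell loss after 18 h compound exposure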
Myeloid diff 2 GFP+ MAC1+ % – also measured in Myeloid diff 2; calls as there; GFP+ MAC1+ double positive, %; measured here: differentiation confirmed by MAC1 staining
* marks the source's active call; other numbers are inactive results; i = inactive; ? = inconclusive; nt = not tested or not shown; & = joins results of further samples.

SMILES	MT stabilize HCS	MT stabilize HCS Hoechst-high %	MT stabilize HCS cytotoxicity %	Autophagy HCS	Autophagy HCS cell loss 18 h	Lipid droplet	Lipid droplet cells 6.5 µM	WT yeast gro inh	WT yeast gro inh mutant strain	b-catenin transl	b-catenin transl cell count 5 µM	Ins promoter up	Ins promoter up cell count	Myeloid diff 2	Myeloid diff 2 GFP+ MAC1+ %	T cell HTS	T cell HTS vesicle-bound %	West Nile virus CPE
CCNC(=S)NNC(=O)c1csc(C(C)C)c1	3.2	1.1	7.5	i	1	-3	748	-11	-16	-3.5	423	1.1	1305	i	0.5	i	27	-0.2%
COc1ccc(-n2nccc2-c2nn(-c3cccc(OC)c3)c(=O)n(C)c2=O)cc1	0.6	0.8	7.8	i	-7	14	801	9	0	nt	nt	-0.67	819	i	0.4	i	38	-0.2%
O=C(c1ccc(C(F)(F)F)cc1)N1CCC(=O)N(C(COCc2ccc(C(F)(F)F)cc2)Cc2ccccc2)CC1 (stereo not drawn)	3.4	2.7	7.3	i	8	0	749	45	5	nt	nt	0.05	943	i	1.4	i	39	-1.8%
CCn1c2ccccc2c2cc(N=C3SC(CC(=O)Nc4ccccc4)C(=O)N3C)ccc21 (stereo not drawn)	4.3	2.9	0.4	i	-31	nt	nt	2	2	nt	nt	nt	nt	i	0.0	i	26	1.5%
Cc1ccc(CN2CCN(Cc3nc4c(s3)CCCC4)CC2CCO)cc1 (stereo not drawn)	2.4	2.2	6.0	i	-3	0	690	9	-24	-1.1	916	-0.17	1474	i	0.1	i	56	-1.3%
COc1ccc(CNC(=O)C(C)n2nc(C)c3c(C)n(-c4ccc(C)cc4)nc3c2=O)cc1 (stereo not drawn)	nt	nt	nt	nt	nt	24	677	nt	nt	nt	nt	nt	nt	i	3.2	i	44	-0.6%
CCN(CC)S(=O)(=O)c1ccc(NC(=O)c2ccc(CN3CCOCC3)cc2)cc1	3.2	1.7	4.4	i	9	0	752	-2	8	3.0	961	-0.95	545	i	5.4	i	15	0.9%
Fc1cccc2sc(N3CCCC3)nc12	4.0	2.1	20	i	1	2	616	-2	0	-2.1	1069	0.03	1581	i	0.0	i	50	0.0%
CC(=O)N1N=C(c2cccc(Br)c2)OC12CCCC2	1.8	1.1	2.8	i	31	-2	704	2	4	0.1	1116	0.34	1320	i	0.4	i	21	?
O=S(=O)(c1ccccc1)c1nc(-c2ccccc2Cl)oc1NCCN1CCOCC1	0.9	1.0	7.2	i	-10	-5	813	17	-7	nt	nt	1.2	825	i	6.4	i	18	-0.4%
CC(C)C(C(=O)NCc1ccco1)N(C(=O)CNS(=O)(=O)c1ccccc1)C1CCCC1 (stereo not drawn)	5.1	2.0	3.9	i	0	nt	nt	36	22	-1.6	976	0.09	1265	i	0.7	i	22	-0.2%
CN(C)C(=O)Cn1cnc2c(cnn2-c2ccccc2Cl)c1=O	2.1	2.9	8.8	i	-5	nt	nt	-6	-2	-0.6	555	-0.8	1528	i	5.1	nt	nt	-0.4%
O=C(CN1CCN(c2cccc(Cl)c2)CC1)Nc1nccs1	3.0	3.3	6.8	i	33	16	650	11	29	-1.7	1045	0.3	805	i	0.3	i	39	-0.7%
Fc1ccc(C2=CC(c3ccc(Br)o3)n3ncnc3N2)cc1 (stereo not drawn)	2.4	1.9	6.2	i	12	-30	666	-6	16	-3.0	526	0.82	1176	i	3.3	i	47	-1.5%
CCOC(=O)C1=C(C)NC(SCC(N)=O)=C(C#N)C1c1ccncc1 (stereo not drawn)	0.4	1.1	6.0	i	4	nt	nt	16	20	nt	nt	nt	nt	i	0.5&1.0	i	21	0.3%
S=C(Nc1ccc2nsnc2c1)NC1CCCCC1	1.3	1.3	0.6	i	19	-8	743	30	-7	-1.6	949	-0.09	1202	i	0.8	i	33	-0.9%
C/C(NC(=O)c1ccccc1)=C1/C(=O)CC2C1C2(C)C (stereo not drawn)	4.0	2.7	5.4	i	20	nt	nt	10	17	2.3	814	0.02	1284	i	0.9	i	52	0.4%
Cc1cccc(NC(=O)CCN2C(=O)C3C4C=CC(C4)C3C2=O)c1 (stereo not drawn)	3.0	2.5	4.4	i	-35	22	830	-20	-7	-2.5	1000	0.22	880	i	8.2	i	54	-0.4%
Cc1ccc(-n2ncc3c(=O)n(CC(=O)N4CCN(c5ccccc5)CC4)cnc32)cc1C	2.9	1.7	8.2	i	21	-3	669	9	0	-4.7	1033	-0.22	1617	i	0.7	i	42	-0.9%
Cc1ccc(Nc2ccc([N+](=O)[O-])nc2[N+](=O)[O-])cc1	2.1	1.4	6.4	i	-28	0	671	7	-1	-1.1	1037	-0.09	1721	i	1.3	i	46	-0.4%
O=C(NCC(c1ccco1)N1CCCCC1)c1ccc2c(c1)S(=O)(=O)c1ccccc1C2=O (stereo not drawn)	3.2	3.1	12	i	1	-10	691	3	-13	-0.6	1031	-0.7	1347	i	0.6	i	44	nt
CC(=O)c1c(N2CCN(Cc3ccc4c(c3)OCO4)CC2)nc(=S)n(-c2ccccc2)c1C	2.5	0.6	32	i	-3	0	782	0	-1	nt	nt	0.98	1050	i	4.2	i	53	-0.5%
CC(=O)NC1=NN(C(C)=O)C(C)(CS(=O)(=O)c2ccc(C)c(C)c2)S1 (stereo not drawn)	1.9	1.5	9.2	i	7	-4	773	1	16	-2.7	1260	-0.03	850	i	4.8	i	41	0.1%
CCOc1ccc(N(CC(=O)N2CCCC2)S(=O)(=O)c2ccc(Cl)cc2)cc1	nt	nt	nt	nt	nt	0	795	nt	nt	nt	nt	nt	nt	i	0.9	i	40	-0.8%
Fc1ccc(C2CC(c3cccs3)=NN2C(=S)Nc2ccccc2)cc1 (stereo not drawn)	5.2	2.4	7.1	i	14	14	600	20	20	-0.1	1068	-0.58	1479	i	0.8	i	38	-1.0%
COc1ccc(N(CC(O)Cn2c(C)nc3ccccc32)S(=O)(=O)c2ccc(C)cc2)cc1 (stereo not drawn)	1.8	2.6	11	i	0	4	588	1	-17	-1.1	915	nt	nt	i	1.4	i	48	-0.8%
O=C1CCCC/C1=C/Nc1cccc(C(F)(F)F)c1	3.3	1.9	8.7	i	20	1	701	7	14	0.7	1492	0.62	1347	i	0.7	i	57	-0.4%
CCCNS(=O)(=O)c1ccc(OCC(=O)N2CCc3ccccc3C2)c(C)c1	nt	nt	nt	nt	nt	7	810	nt	nt	nt	nt	nt	nt	i	1.2	i	nt	-1.6%
CCOC(=O)c1cc2c(=O)n3ccccc3nc2n(CCCOC)c1=NC(C)=O	2.8	0.9	0.5	i	0	nt	nt	2	4	nt	nt	nt	nt	i	0.8	i	20	nt
CCn1cc(C2=NOC(C(=O)O)C2)c(C)n1 (stereo not drawn)	2.5	1.2	0.7	i	-5	16	743	1	-5	0.7	1198	-0.22	1229	i	1.2	nt	nt	0.8%
COc1ccc(CCNC(=O)Cn2cnc3c(cnn3C(C)(C)C)c2=O)cc1OC	6.0	3.4	4.7	i	3	0	754	9	16	0.7	987	-0.09	1677	i	1.4	i	17	-0.1%
CCOC(=O)C1=C(C)NC(=O)CC1c1cc2c(cc1Br)OCO2 (stereo not drawn)	3.8	2.3	7.8	i	-22	nt	nt	13	1	-2.1	1009	nt	nt	i	0.9	i	11	-0.4%
CCOc1ccc(C2NC(=O)c3ccccc3O2)cc1 (stereo not drawn)	2.2	1.3	5.5	i	12	nt	nt	-12	-7	-0.1	870	0.92	1230	i	0.7	i	29	0.0%
O=C(N/N=C/C1CC=CCC1)c1cc(-c2cccnc2)nc2ccccc12 (stereo not drawn)	2.7	2.0	9.6	i	4	41	682	-7	-1	1.6	1095	-0.41	1198	i	0.2	i	56	-0.1%
CCSc1nnc(NC(=O)NC(C)(C(F)(F)F)C(F)(F)F)s1	2.9	1.9	5.1	i	-3	0	709	7	-29	-0.9	602	-0.53	1234	i	0.3	i	48	2.2%
O=C(N/N=C/c1ccc[nH]1)c1cccc(Br)c1	3.2	1.9	5.2	i	-3	-4	648	7	-16	-4.3	556	0.05	1431	i	0.3	i	47	0.0%
CN1C(=O)C(C)(C)c2cc(S(=O)(=O)N3CCCC3C(=O)NCc3ccccc3Cl)ccc21 (stereo not drawn)	nt	nt	nt	nt	nt	-2	796	nt	nt	nt	nt	nt	nt	?	nt	i	48	-0.9%
CCN(Cc1ccccc1)S(=O)(=O)c1ccc2c(c1)NC(=O)CS2	nt	nt	nt	nt	nt	0	713	nt	nt	nt	nt	nt	nt	i	0.5	i	21	-0.1%
COc1ccc(Br)cc1CNC(=O)c1ccc2c(c1)N(C)CCS2	nt	nt	nt	nt	nt	-14	705	nt	nt	nt	nt	nt	nt	i	3.7	i	32	-0.6%

Single entries from above:
In West Nile virus CPE, `CN1C(=O)C(C)(C)c2cc(S(=O)(=O)N3CCCC3C(=O)NCc3ccccc3Cl)ccc21` (stereo not drawn) reads -0.9%
In Lipid droplet, `CCSc1nnc(NC(=O)NC(C)(C(F)(F)F)C(F)(F)F)s1` reads 0
